GAA850 FXN act – FXN promoter activators, primary screen, cell-based, luciferase luminescence, HEK293 lucGAA850 | HEK293 lucGAA850 FXN promoter luciferase reporter, 24 h; percent of 10 µM SAHA response | activation, % at 6 µM | hit rate 0.56% among 360,000 | AID 540364, 2011;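 active = activation above the average of all compounds screened plus 3 SD, cutoff fixed separately per campaign, cut at about 7.5% in these data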;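 note: 0% = DMSO wells and 100% = 10 µM SAHA wells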
NPR1 activator – GC-A stimulated cGMP production enhancers – HEK293 GC-A cells, cGMP TR-FRET, EC30 ANP, primary screen. activation, % at 10 µM. 0% at EC30 ANP, 100% saturating ANP. hit rate 0.14% among 370,000; in the data active = activation above about 40%
KLK7 zymogen act – proKLK7 zymogen activators, primary screen, biochemical, fluorescence intensity; purified proKLK7, EDANS-DABCYL substrate fluorescence; 100% is mature enzyme control, 0% vehicle; activation, % at 7 µM; hit rate 0.9% among 370,000; AID 652039, 2013;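 active = activation above the mean of all tested compounds plus 3 SD, computed per campaign excluding outliers beyond control limits, cut at about 13% in these data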
DDE Tn6 FP inh – inhibitors of Tn6 peptide binding to fibrin DD(E), primary screen, biochemical, fluorescence polarization, human fibrin, Tn6 probe. inhibition, % at 8.3 µM. hit rate 0.21% among 370,000. Fibrinogen beta chain (Homo sapiens), P02675. Fibrin DD(E) TRITC-Tn6 fluorescence polarization displacement. AID 720509, 2013;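 active = inhibition above a per-campaign cutoff: mean of compounds within control limits plus 3 SD, cut at about 15% in these data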;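 note: 0% = median of all compound wells on the plate and 100% = blocking peptide control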
Target sequence (P02675 whole entry, looked up): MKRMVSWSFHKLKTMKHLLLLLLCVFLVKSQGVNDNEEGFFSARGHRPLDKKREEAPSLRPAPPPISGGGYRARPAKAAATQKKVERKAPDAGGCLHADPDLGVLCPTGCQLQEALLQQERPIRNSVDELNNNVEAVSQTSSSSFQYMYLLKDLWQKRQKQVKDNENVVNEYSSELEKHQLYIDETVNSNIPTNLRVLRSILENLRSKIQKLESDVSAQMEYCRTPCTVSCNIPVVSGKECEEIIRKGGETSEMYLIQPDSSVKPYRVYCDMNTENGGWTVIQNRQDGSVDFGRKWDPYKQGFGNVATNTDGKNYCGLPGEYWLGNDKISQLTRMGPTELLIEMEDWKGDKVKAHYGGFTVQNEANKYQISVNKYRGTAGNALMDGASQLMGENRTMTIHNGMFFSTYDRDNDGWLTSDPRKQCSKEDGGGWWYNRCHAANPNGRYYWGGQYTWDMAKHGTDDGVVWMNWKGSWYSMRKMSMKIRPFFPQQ
ASAP1 inh – inhibitors of human ASAP1 ArfGAP activity, primary screen, biochemical, fluorescence polarization; hit rate 0.19% among 360,000; Arf-GAP with SH3 domain, ANK repeat and PH domain-containing protein 1 (Homo sapiens), …; inhibition, % at 16.5 µM; AID 624377, 2012; ASAP1-stimulated ARF1 GTP hydrolysis, GDP FP detection; in the data active = inhibition above about 25%;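 note: 0% = vehicle with enzyme and substrate and 100% = no enzyme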
Target sequence (Q9ULH1 325-724 limits assumed): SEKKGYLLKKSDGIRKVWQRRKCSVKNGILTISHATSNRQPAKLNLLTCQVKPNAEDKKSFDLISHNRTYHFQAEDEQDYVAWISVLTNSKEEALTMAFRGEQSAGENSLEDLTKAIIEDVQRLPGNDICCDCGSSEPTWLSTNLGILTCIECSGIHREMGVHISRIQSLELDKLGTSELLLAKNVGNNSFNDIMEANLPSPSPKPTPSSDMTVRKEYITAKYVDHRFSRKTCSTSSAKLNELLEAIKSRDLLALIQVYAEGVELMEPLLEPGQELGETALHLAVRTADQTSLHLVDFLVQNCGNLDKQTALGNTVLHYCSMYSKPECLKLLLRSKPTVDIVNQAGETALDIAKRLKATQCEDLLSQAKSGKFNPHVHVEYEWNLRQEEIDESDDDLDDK
ARFGAP1 inh – inhibitors of rat ARFGAP1 GAP activity, primary screen, biochemical, fluorescence polarization, GDP tracer; Arfgap1-stimulated ARF1 GTP hydrolysis, GDP FP detection; inhibition, % at 16.5 µM; hit rate 0.26% among 360,000; AID 651572, 2012;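 active = inhibition above a per-plate limit, mean inhibition of low control wells plus 3 SD, cut at about 25% in these data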;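 note: 0% = DMSO wells with enzyme and 100% = wells lacking Arfgap1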
Target sequence (Q62848 1-136 limits assumed): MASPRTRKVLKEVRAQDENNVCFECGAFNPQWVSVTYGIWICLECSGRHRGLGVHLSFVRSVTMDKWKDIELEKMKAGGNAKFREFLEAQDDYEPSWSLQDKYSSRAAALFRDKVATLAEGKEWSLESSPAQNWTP
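System: truncated rat Arfgap1 GAP domain / Benchmarks: high control wells lacking Arfgap1, low control full reaction with DMSO / Times: compound-enzyme preincubation 20 min, reaction 120 min, detection 60 min, 25 °C / Repeats: one replicate per compound / Also added: human ARF1(Δ1-17)-GTP substrate / Measured by: Tracer-displacement fluorescence polarization with EDTA stop, 620/688 nm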
GC-B act – human GC-B receptor activators, primary screen, HEK293 GC-B cells, cGMP TR-FRET, EC30 CNP | Atrial natriuretic peptide receptor 2 (Homo sapiens), P20594 | 0% at EC30 CNP, 100% saturating CNP | activation, % at 10 µM | hit rate 0.11% among 370,000;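 active = activation at 10 µM reaching about 35% in either raw or pattern-adjusted values, limit read from the data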
ADAM10 inh – human ADAM10 inhibitors, primary screen, biochemical, QFRET, HTS | Disintegrin and metalloproteinase domain-containing protein 10 (Homo sapiens), O14672 | recombinant ADAM10, EDANS/DABCYL FRET peptide cleavage, 3 h | inhibition, % at 7 µM | hit rate 0.62% among 370,000 | AID 720582, 2013;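 active = inhibition above a per-campaign cutoff equal to the mean of compounds falling between control-based bounds plus 3 SD, cut at about 20% in these data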;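 note: 0% = DMSO wells while the 100% control is not disclosed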
rCAG binder – binders of r(CAG) RNA repeats, primary screen, biochemical, fluorescence | inhibition, % at 3 µM | r(CAG) RNA repeat, TO-PRO-1 dye displacement fluorescence | hit rate 1.3% among 370,000;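 active = inhibition above the plate cutoff, the mean of all test compounds on that plate plus 3 SD, cut at about 35% in these data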;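 note: 0% = DMSO alone and 100% = 100 µM mitoxantrone as full dye displacement; higher means more dye released from RNA so lower well fluorescence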
sPLA2-III inh – human group III sPLA2 inhibitors, primary screen, biochemical, QFRET, BODIPY PC-A2 liposome substrate; QFRET BODIPY PC-A2 liposome hydrolysis, fluorescence; AID 743126, 2013; inhibition, % at 12.2 µM; hit rate 0.56% among 370,000;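 active = inhibition above mean plus 3 SD of compounds lying within the high and low control bounds, cut at about 19% in these data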;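 note: 0% = median of test compound wells and 100% = no enzyme DMSO wells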
Active calls of the source: *; nt = not tested or not shown.

Fields: GAA850 FXN act, NPR1 activator, KLK7 zymogen act, DDE Tn6 FP inh, ASAP1 inh, ARFGAP1 inh, GC-B act, ADAM10 inh, rCAG binder, sPLA2-III inh
> CCCc1cc(O)c2c(C)cc(=O)oc2c1
  1.5, -5.0, -0.4, 13.1, 7.1, -11.3, -2.7, -1.3, -1.8, -4.7
> Cc1ccccc1-c1noc(C23CC4CC(CC(C4)C2)C3)n1
  -0.9, -4.7, -0.2, 1.0, 2.7, -3.1, -5.7, -6.0, -1.6, 2.7
> O=C(COc1ccc2ccccc2c1)NNC(=O)c1ccc([N+](=O)[O-])cc1
  1.6, -6.3, -0.4, -0.3, 5.0, -8.4, -5.3, -0.2, 11.1, -19.2
> CCOC(=O)c1c(-c2cccs2)csc1NC(=O)c1ccncc1
  -0.8, 2.7, 0.3, 1.6, -14.2, 6.3, -1.2, 3.4, 0.9, -0.3
> O=C(NC1(C(F)(F)F)N=C2SCCN2C1=O)c1ccccc1 (stereo not given)
  1.8, 1.4, 0.1, -0.7, 3.5, 14.0, -3.6, 2.0, 2.9, -1.3
> COc1ccccc1OCCSc1nnc(CNC(=O)c2ccco2)n1C
  0.2, 4.9, 0.5, 3.2, 7.9, -11.9, -11.8, -1.9, -1.7, 0.8
> COc1ccc(-c2sc(Nc3cccc4ccccc34)n[n+]2C)c(C)c1C
  0.6, 1.3, -0.2, 3.5, 6.8, 2.3, 2.3, -2.8, 0.8, 4.2
> CCOc1ccc(-c2cn3ccccc3n2)cc1[N+](=O)[O-]
  9.2*, 2.6, -0.4, -10.4, 17.3, 9.0, 3.2, -1.0, -3.6, -2.1
> COc1ccc2cnnc(SCC(=O)Nc3ccccc3)c2c1OC
  3.2, 1.8, -0.3, -5.2, -1.9, 9.0, -0.2, -24.4, 0.2, 5.8
> C(=N\N1CCN(C2c3ccccc3-c3ccccc32)CC1)/c1ccncc1
  0.0, -9.8, -0.5, 3.7, 2.7, -1.0, -5.0, 6.8, -4.1, -8.3
> CC(C)(C)NC(=O)CSc1nc2cccnc2n1C1CCCCC1
  2.6, -1.7, 0.0, -1.6, -0.9, 4.5, -2.3, -2.7, -6.4, -4.9
> CCOc1ccc(NS(=O)(=O)c2ccc(NS(=O)(=O)c3ccccc3)cc2)cc1
  0.1, 3.2, -0.3, 7.9, -6.0, 8.2, 2.4, 4.4, 36.4*, -65.2
> COc1ccc(O)c(C(=O)c2cnc3c(c2)CN(C)C(=O)N3)c1
  -5.1, -4.6, 0.6, 2.9, 9.2, 5.7, -9.1, -41.1, 4.4, 4.7
> COc1ccc(S(=O)(=O)N(C)C[C@H]2Oc3ccc(NS(=O)(=O)c4cn(C)cn4)cc3C(=O)N([C@H](C)CO)C[C@@H]2C)cc1
  0.5, -0.3, 0.0, 3.6, 0.3, 0.1, 0.4, -3.5, 5.8, 9.3
> Cc1cccc(-c2noc(CCC(=O)NCCc3ccccc3)n2)c1
  -0.2, -8.0, -0.1, 4.0, -9.1, 0.1, -7.3, -9.9, -6.2, -7.5
> N#Cc1ccc(-c2nc3c(Cl)cc(C(F)(F)F)cn3c2Cc2ccsc2)cc1
  nt, -0.2, -0.7, 3.3, 3.2, 1.1, 4.6, 1.6, 23.4, -15.4
> CCOc1ccc(-n2c(SCC(=O)Nc3ccc4c(c3)OCCO4)nc3c(c2=O)SCC3)cc1
  -0.7, 0.6, 0.6, -0.6, 1.7, -4.3, 5.1, -5.8, -0.2, 0.5
> O=C(CN1CCN(c2nc(-c3ccccc3)cs2)CC1)Nc1ccc(Cl)c(Cl)c1
  nt, 2.4, 0.1, 0.6, nt, nt, -2.0, 12.6, 4.0, -7.2
> COc1ccc(N2CCN(C(CNC(=O)CC(C)(C)C)c3ccc4c(c3)OCO4)CC2)cc1 (stereo not given)
  -0.4, 0.4, 0.4, 2.2, 0.3, -16.2, -2.6, 3.0, -9.2, 14.0
> O=C(NCc1ccccc1)C(c1cccc2ccccc12)n1c(=O)c(-c2cc3ccccc3[nH]2)nc2ccccc21 (stereo not given)
  nt, 3.5, -37.1, 2.0, 7.7, 12.2, 8.0, -317.6, 18.9, -5.6
> COc1cccc(-c2nn(-c3ccc(C)cc3)cc2C(=O)N2CCc3cc(OC)c(OC)cc3C2)c1
  -6.1, -5.7, 1.5, -3.5, 2.6, 2.3, 13.1, 2.4, 6.0, -9.3
> COc1cc(OC)cc(C(=O)OCCCOC(=O)c2cc(OC)cc(OC)c2)c1
  1.2, -9.8, 0.1, 7.0, -0.1, -0.4, -6.3, -10.8, -5.6, -1.0
> COc1ccc(CCN2CC(C(=O)NCCc3ccc(F)cc3)CCC2=O)cc1 (stereo not given)
  -0.4, 0.0, -0.2, -0.4, -2.0, 10.3, -2.9, -2.8, -5.6, 2.6
> COc1ccc(NC(=O)CN(C)C(=O)c2cc(C3CC3)nn2-c2ccccc2)cc1
  -1.7, -4.4, 0.2, -4.3, -10.7, -1.3, -0.5, -13.2, 4.2, 5.5
> COc1cccc(NC(=O)CN(C)C(=O)CN2C(=O)NC3(CCCC3)C2=O)c1
  -0.5, 3.3, -0.2, -8.4, 3.7, 2.2, 4.0, -3.8, -3.0, 15.3
> O=C(COc1cc(Cl)c(Cl)cc1Cl)Nc1ccncc1
  0.7, 13.9, 0.1, -5.7, 15.7, 4.7, -4.0, 2.9, 0.6, 0.7
> COc1ccc(C(=O)N2CCCC(CCC(=O)NCc3ccc(F)c(F)c3)C2)o1 (stereo not given)
  3.4, 0.2, 0.4, 1.9, 7.2, -2.0, 2.4, 8.0, 0.2, -1.6
> NC(COCc1ccccc1)c1csc(Nc2ncccn2)n1 (stereo not given)
  5.5, -2.1, 0.5, 6.3, -12.4, -9.0, -1.3, -13.7, 7.8, 7.1
> CCOC(=O)c1cnc2cc(F)c(F)cc2c1N1CCOCC1
  -0.2, -1.8, -0.3, -7.5, -4.2, -2.5, 0.5, 13.9, -6.0, 1.6
> COc1ccccc1-c1nn(Cc2ccccc2)cc1/C=C/C(=O)O
  -0.2, -1.3, 0.1, 6.3, 21.4, 10.0, 5.0, 2.6, 2.3, -3.9
> Cc1cc2oc(C(=O)N(Cc3ccccc3)C3CCS(=O)(=O)C3)cc(=O)c2cc1Cl (stereo not given)
  -1.8, -3.1, -0.2, -2.6, 3.5, 3.0, -11.9, -2.8, -4.2, -13.9
> COc1ccc(S(=O)(=O)N2CCOC2CNC(=O)C(=O)NCc2ccncc2)cc1 (stereo not given)
  -0.6, 0.9, 2.0, 1.6, -11.4, -6.2, 0.6, 5.1, 2.3, -2.9
> CC(=O)c1c(C)[nH]c(C(=O)OCC(=O)Nc2cc(S(=O)(=O)N3CCCC3)ccc2Cl)c1C
  -3.4, 5.7, -0.1, -0.4, 6.9, 8.6, -5.7, -2.5, 2.5, 14.1
> COc1ccccc1CCC(=O)OCC(=O)NC1CC1
  0.9, 2.2, -0.1, -5.0, 5.7, -3.1, 0.2, -4.1, -4.6, 9.4
> CC(C)(C)OC(=O)C[C@H]1C/C=C\C[C@H](CC(=O)N[C@H](CO)Cc2ccccc2)C(=O)N[C@H](Cc2ccccc2)COC1=O
  -1.9, 6.9, -0.7, -1.9, -3.9, -5.9, 7.2, -0.4, 2.8, -4.8
> COc1ccc(F)cc1S(=O)(=O)NC1CCCCCC1
  1.9, -1.3, -0.6, 3.5, 2.0, -2.1, -4.0, -1.1, -3.8, -2.5
> CN(C)CCN1C(=O)C2C3C=CC(C3)C2C1=O (stereo not given)
  3.2, 6.3, 0.0, -9.8, -6.7, -5.7, -4.2, 4.7, -1.4, -2.4
> CC1(C)CC(=O)C=C(NCc2ccc(Cl)c(Cl)c2)C1
  2.1, -1.8, 0.3, 7.0, -13.7, 4.2, -0.6, -1.2, -5.9, 3.2
> CCOc1ccc(/C=N/NC(=O)c2cc3c(OC)cc(OC)cc3[nH]2)cc1OC
  1.8, 8.9, -4.0, -9.9, 18.0, 26.3*, 7.0, -109.7, 6.6, -42.3
> O=C(Cn1c(NCCO)nc2ccccc21)NCCc1ccccc1
  1.7, 0.3, 0.1, -2.6, -11.6, 10.9, 0.2, 0.6, -0.3, 2.5
> O=C(NC(Nc1ccc(F)cc1)(C(F)(F)F)C(F)(F)F)c1cccnc1
  -2.6, 0.1, 0.0, -5.2, -4.7, -10.4, 0.8, -1.2, 5.3, -0.3
> O=[N+]([O-])c1ccccc1C(O)Cc1ccccn1 (stereo not given)
  0.8, 0.3, 0.3, -5.7, 8.8, 2.8, 3.9, -5.5, 3.2, -3.2
> CC(=O)c1cccc(-n2c(CCC(=O)O)ccc2-c2ccccc2)c1
  0.8, 0.4, -0.3, -0.3, 4.1, 5.6, 3.1, -5.2, 10.6, -11.3
> COc1ccc2[nH]cc(CCNC(=O)/C=C/[C@H]3O[C@@H](n4cnc5c(NC(=O)c6ccccc6)ncnc54)[C@H](O)[C@@H]3O)c2c1
  nt, -1.1, 0.9, -0.2, -6.0, 3.4, -7.0, -13.8, 4.5, -9.0
> O=C(Nc1ccc(Cl)cc1)Nc1nnc(CSc2ccc(Cl)cc2)s1
  0.8, 9.1, -0.2, -7.0, 2.7, -0.9, 11.0, -2.5, 5.4, 2.4

An excerpt of these results, in CSV form:
canonical_smiles,GAA850 FXN act,NPR1 activator,KLK7 zymogen act,DDE Tn6 FP inh,ASAP1 inh,ARFGAP1 inh,GC-B act,ADAM10 inh,rCAG binder,sPLA2-III inh
CN(C)CCN1C(=O)C2C3C=CC(C3)C2C1=O (stereo not given),3.2,6.3,0.0,-9.8,-6.7,-5.7,-4.2,4.7,-1.4,-2.4
CC1(C)CC(=O)C=C(NCc2ccc(Cl)c(Cl)c2)C1,2.1,-1.8,0.3,7.0,-13.7,4.2,-0.6,-1.2,-5.9,3.2
